# PAFAH1B3 inh: blocks human PAF acetylhydrolase 1B catalytic subunit 3. Q15102. recombinant PAFAH1B3, FP-rhodamine probe, fluorescence polarization. inhibition, % at 3.39 µM. hit rate 0.28% among 340,000. AID 492972;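 active = inhibition above the screen-wide average of all tested compounds plus 3 SD, cut at about 25% in these data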;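 also: 0% = enzyme with DMSO only and 100% = wells lacking PAFAH1B3 protein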
# GSTO1 counter: blocks human GSTO1 in RBBP9 counter-screen. P78417. inhibition, % at 5.96 µM. hit rate 1.1% among 300,000. AID 1974. recombinant GSTO1, activity-based probe fluorescence polarization;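 active = inhibition above the campaign mean inhibition plus 3 SD, cut at about 35% in these data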;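 also: 0% = GSTO1-1 with DMSO and 100% = wells lacking GSTO1-1 enzyme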
# Target sequence (P78417 whole entry, looked up): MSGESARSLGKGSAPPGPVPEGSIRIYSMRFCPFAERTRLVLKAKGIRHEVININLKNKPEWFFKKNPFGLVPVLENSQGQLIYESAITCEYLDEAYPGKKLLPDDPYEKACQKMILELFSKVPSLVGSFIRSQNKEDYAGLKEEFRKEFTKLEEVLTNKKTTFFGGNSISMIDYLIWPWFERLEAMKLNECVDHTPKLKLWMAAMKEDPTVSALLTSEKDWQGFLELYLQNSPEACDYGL
# PAFAH2 FP inh: inhibitors of human PAFAH2 | inhibition, % at 3.39 µM | hit rate 0.99% among 340,000 | AID 492956 | recombinant PAFAH2, FP-rhodamine activity probe, fluorescence polarization;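 active = inhibition above the mean over all tested compounds plus 3 SD, cut at about 30% in these data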;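 also: inhibitors block probe labeling of enzyme so polarization drops; 0% = enzyme with DMSO and 100% = wells lacking PAFAH2 protein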
# pPAFAH FP inh: pPAFAH (human) enzyme inhibition; recombinant pPAFAH, FP-rhodamine probe fluorescence polarization; hit rate 1.5% among 330,000; inhibition, % at 3.39 µM; Q13093;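 active = inhibition above the mean inhibition across the screen plus 3 SD, cut at about 25% in these data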;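 also: inhibitors block binding of the rhodamine activity-based probe so polarization drops; 0% = enzyme with DMSO and 100% = wells lacking pPAFAH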
# Target sequence (Q13093 whole entry, looked up): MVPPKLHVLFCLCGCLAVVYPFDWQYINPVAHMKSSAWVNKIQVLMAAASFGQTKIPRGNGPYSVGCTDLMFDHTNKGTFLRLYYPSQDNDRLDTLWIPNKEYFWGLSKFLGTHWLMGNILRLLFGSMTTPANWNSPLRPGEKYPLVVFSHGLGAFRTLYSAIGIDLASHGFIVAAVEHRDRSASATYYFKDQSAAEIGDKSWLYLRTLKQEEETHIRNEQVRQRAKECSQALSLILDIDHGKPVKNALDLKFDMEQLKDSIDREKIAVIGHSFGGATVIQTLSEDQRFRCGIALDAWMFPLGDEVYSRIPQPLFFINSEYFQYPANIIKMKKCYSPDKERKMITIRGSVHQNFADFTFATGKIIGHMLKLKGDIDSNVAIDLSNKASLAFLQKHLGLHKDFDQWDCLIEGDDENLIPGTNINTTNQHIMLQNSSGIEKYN
# LYPLA2 inh: LYPLA2 (human) inhibition in PME1 counter-screen; O95372; recombinant LYPLA2, FP-Rh probe fluorescence polarization; inhibition, % at 5.9 µM; hit rate 0.38% among 320,000;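 active = inhibition above the screen-wide mean plus 3 SD, limit set per campaign, cut at about 26% in these data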;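 also: 0% = LYPLA2 with DMSO and 100% = wells lacking LYPLA2 enzyme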
# Target sequence (O95372 whole entry, looked up): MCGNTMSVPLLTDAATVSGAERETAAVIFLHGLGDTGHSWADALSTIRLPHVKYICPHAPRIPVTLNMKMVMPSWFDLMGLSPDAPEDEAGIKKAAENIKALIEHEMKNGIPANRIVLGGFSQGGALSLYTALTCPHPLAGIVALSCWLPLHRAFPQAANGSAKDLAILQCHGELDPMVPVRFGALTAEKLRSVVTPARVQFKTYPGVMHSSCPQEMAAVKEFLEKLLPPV
# PAFAH1B2 inh: blocks human PAF acetylhydrolase 1b catalytic subunit 2. inhibition, % at 3.39 µM. recombinant PAFAH1B2, FP-rhodamine activity probe, fluorescence polarization. hit rate 1.2% among 340,000;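 active = inhibition above the mean of all tested compounds plus 3 SD, cut at about 24% in these data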;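 also: 0% = enzyme with DMSO and 100% = wells lacking PAFAH1B2; many of its hits are not listed in these tables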
# LYPLA1 counter: LYPLA1 (human) inhibition in PME1 counter-screen. recombinant LYPLA1, FP-Rh probe fluorescence polarization. inhibition, % at 5.9 µM. hit rate 0.16% among 320,000;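 active = inhibition above the mean of all tested compounds plus 3 SD, set per campaign, cut at about 14% in these data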;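 also: inhibitors block serine hydrolase probe labeling of LYPLA1 so polarization falls; 0% = enzyme with DMSO and 100% = wells lacking LYPLA1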
# PAD4 inh: blocks human protein arginine deiminase 4 | hit rate 0.41% among 330,000 | inhibition, % at 6.36 µM | recombinant PAD4, RCA probe fluorescence polarization | Q9UM07;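 active = percent inhibition above a cutoff equal to the mean of all tested compounds plus 3 SD, cut at about 15% in these data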;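 also: 0% = PAD4 with RCA probe and DMSO and 100% = probe without PAD4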
# PME-1 primary: blocks human protein phosphatase methylesterase 1; inhibition, % at 5.9 µM; recombinant PME-1, FP-Rh probe fluorescence polarization; hit rate 0.53% among 320,000;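 active = inhibition above the campaign mean of all compounds plus 3 SD, cut at about 26% in these data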;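 also: competitive labeling of PME-1 active site by serine hydrolase directed probe; 0% = PME-1 with DMSO and 100% = wells lacking PME-1 enzyme; inhibitors block probe labeling so polarization falls and inhibition rises; many of its hits are not listed in these tables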
# Starred values were filed as active, the others as inactive; nt = not tested or not shown.
molecule	PAFAH1B2 inh	GSTO1 counter	pPAFAH FP inh	PAD4 inh	PAFAH2 FP inh	LYPLA1 counter	PME-1 primary	PAFAH1B3 inh	LYPLA2 inh
COc1ccc(CNC(=O)C[C@H]2C[C@H](C(=O)N3CCCCC3)[C@@]3(C)c4[nH]c5cc(-c6ccco6)ccc5c4CCN3C2=O)cc1OC	-2	nt	11	0	-3	nt	nt	7	nt
CC(C)Sc1ncc(S(=O)(=O)c2ccccc2)c(=O)[nH]1	1	-5	-3	-1	8	0	-1	7	2
NS(=O)(=O)c1ccc(N=NN2CCCCC2)cc1	-2	1	1	2	7	2	-2	6	23
CCN1CCN(S(=O)(=O)c2ccc(Cl)c(C(=O)NCc3nc4ccccc4[nH]3)c2)CC1	5	nt	2	-1	6	nt	nt	9	nt
CCOC(=O)C1CCN(c2ncnc3c2[nH]c2cccc(OC)c23)CC1	0	3	5	3	7	2	5	5	3
Cc1cccc(-n2c(N)c(-c3nc4ccccc4n3C)c3nc4ccccc4nc32)c1	11	2	1	-2	3	-2	8	17	-4
CCCCNS(=O)(=O)c1ccc(S(=O)(=O)n2cnc3ccccc32)cc1	-3	0	6	0	-2	1	-2	4	1
CC(C)CCNC(=O)C1CCCN(S(=O)(=O)c2ccc3c(c2)CC(C)N3C(=O)C2CC2)C1 (stereo not given)	6	12	-2	-1	4	8	-5	0	15
Cc1nc2ccc(-c3nc4ccccc4[nH]3)cc2[nH]1	0	-10	6	0	8	-3	0	3	-2
Cc1nc2ccccc2cc1C(=O)N/N=C/c1cccs1	-1	3	0	-2	0	0	-1	7	1
COc1cc(OC)c(OC)cc1/C=N/n1c(C)nc2ccccc2c1=O	6	3	-2	-1	-9	-1	7	2	-2
COc1ccc(-c2cc(-n3c(C(F)(F)F)nc4ccccc43)n(CCC#N)n2)cc1	1	-3	-3	-7	1	4	-10	8	11
CN1CCC(NC(=O)Nc2cccc(C(F)(F)F)c2)CC1	-3	-7	0	3	-4	1	-4	6	-1
Nc1nn(S(=O)(=O)c2ccccc2)cc1-c1cccc([N+](=O)[O-])c1	6	7	6	-2	3	0	4	13	4
Cc1ccc(NC(=O)c2cc(C)on2)cc1	2	0	0	-2	-12	-1	0	-4	0
COc1ccc(C(=O)Oc2cc(N)n(S(=O)(=O)c3ccccc3)n2)cc1	4	9	4	-4	6	-6	-3	0	1
O=C(Nc1ccc(O)c2c(=O)cc(-c3ccccc3Cl)oc12)c1cccc(Cl)c1	-6	8	1	0	-6	1	1	-1	0
COc1ccc(C(=O)C[n+]2cccc(C)c2)cc1	-6	7	-3	-2	9	-3	-1	9	-4
COc1cccc(CCc2nnc(CCC(=O)N3CCN(Cc4ccccn4)CC3)o2)c1	6	21	4	0	0	-1	4	-3	2
C=CCN(c1ccccc1)S(=O)(=O)c1cccc(C(=O)NNC(=O)c2ccncc2)c1	24	-2	7	4	5	0	-5	6	1
COc1cc(-c2nnn(CC#N)n2)ccc1OCc1ccccc1	-6	-12	4	-4	-2	-4	-7	7	-7
COc1cc(OC)cc(C(=O)N/N=C2/SCC(=O)N2Cc2ccco2)c1	3	9	0	1	0	2	8	4	8
Cc1ccc(C(=O)NCC(=O)Nc2ncccc2C)s1	0	15	0	5	-8	2	-5	12	-1
Cc1ccc(NC(=O)COC(=O)CCCC2=NS(=O)(=O)c3ccccc3N2)cc1C	5	3	2	4	13	-5	3	8	7
COc1ccc([N+](=O)[O-])cc1/C=N/NC(=O)Cc1ccccc1	-1	2	7	-4	4	0	-1	-1	-1

# Individual results from the results shown:
# For PAD4 inh, CC(C)Sc1ncc(S(=O)(=O)c2ccccc2)c(=O)[nH]1 shows -1
# For PAD4 inh, Cc1nc2ccc(-c3nc4ccccc4[nH]3)cc2[nH]1 shows 0
# For GSTO1 counter, Cc1cccc(-n2c(N)c(-c3nc4ccccc4n3C)c3nc4ccccc4nc32)c1 shows 2
# For LYPLA1 counter, CCOC(=O)C1CCN(c2ncnc3c2[nH]c2cccc(OC)c23)CC1 shows 2
# For PAFAH1B3 inh, COc1ccc([N+](=O)[O-])cc1/C=N/NC(=O)Cc1ccccc1 shows -1
# For PAFAH1B3 inh, COc1ccc(C(=O)C[n+]2cccc(C)c2)cc1 shows 9
# For GSTO1 counter, O=C(Nc1ccc(O)c2c(=O)cc(-c3ccccc3Cl)oc12)c1cccc(Cl)c1 shows 8

# Remaining list, next part
molecule	PAFAH1B2 inh	GSTO1 counter	pPAFAH FP inh	PAD4 inh	PAFAH2 FP inh	LYPLA1 counter	PME-1 primary	PAFAH1B3 inh	LYPLA2 inh
CCN(CC)c1cccc(OCC(=O)N(C)CCC#N)c1	-31	-27	22	45*	-42	-13	-24	-33	-38
CC(C)NC(=O)CN1C(=O)C(=O)c2ccccc21	6	7	-3	-3	-6	0	4	5	4
CCCS(=O)(=O)N1CCN(c2ccccc2F)CC1	5	-2	1	1	-2	-1	3	6	7
COc1ccc(N2CCN(C(=O)COC(=O)c3cccc(S(=O)(=O)Nc4ccccc4OC)c3)CC2)cc1	5	-6	7	0	6	-2	0	10	2
O=C(CSc1nnc(Nc2ccccc2)s1)Nc1cccc(S(=O)(=O)N2CCCCC2)c1	-4	-23	-4	-2	-24	-22	9	-8	-15
Cc1ccc(-c2ccc(SCC(=O)NC3CCCC3)nn2)cc1	-7	-3	-8	-4	7	0	2	-2	0
O=C(COC(=O)Cn1cnc2ccccc21)NCCc1ccccc1	3	2	-4	1	-1	1	-5	-1	0
C#CCN1C(=O)C(O)(CC(=O)/C=C/C=C/c2ccccc2)c2ccccc21 (stereo not given)	6	-5	4	2	13	-4	1	7	-2
Cc1[nH]n(-c2nc(-c3cccc([N+](=O)[O-])c3)cs2)c(=O)c1C	2	15	12	2	5	2	2	1	-4
O=C(CSc1nncn1-c1cccnc1)Nc1cccc([N+](=O)[O-])c1	0	4	5	-14	0	1	3	9	3
CC(C)(C)Nc1nc(OCC#N)nc(N2CCCCC2)n1	9	4	9	-5	-5	2	-1	3	-2
C/C(=N/OC(=O)c1ccc(F)cc1)c1ccc(C)cc1	12	-1	8	-2	10	0	-5	6	3
Cc1cc(=O)n2[nH]c(-c3ccc(F)cc3)cc2n1	2	-1	9	-2	11	1	2	4	4
COc1cccc(C(=O)NCC(c2ccco2)N2CCOCC2)c1 (stereo not given)	3	14	2	0	-5	2	-1	9	-1
CC(C)Cc1cc(C(=O)Nc2sc3c(c2C#N)CCC3)no1	24	-1	11	0	7	-2	5	4	6
CCc1c(C)nc(N)c(C#N)c1-c1ccccc1	4	12	3	1	0	-3	1	7	-6
COc1ccc(CNCCCC(=O)Nc2c(Cl)ccc(C)c2Cl)cc1OC	0	2	3	-1	-6	0	1	2	2
S=c1[nH]nc(-c2cc(-c3ccccc3)n[nH]2)n1/N=C/C=C/c1ccccc1	0	-8	8	1	-3	-4	10	4	-7
O=C(/C=C/NCc1cccnc1)C(F)(F)C(F)(F)F	5	10	1	-1	-4	1	2	7	4
CCn1c(-c2csc3ccccc23)n[nH]c1=S	0	9	2	-5	-5	0	-1	1	5
CCOC(=O)c1c(NC(=O)COC)sc(C(C)=O)c1C	1	-5	-1	-3	-9	-2	-7	6	-6
COc1ccc(F)cc1S(=O)(=O)NC1CCCC1	4	-2	-3	-1	-2	3	5	0	7
O=C(c1nc2ccccc2s1)N1CCSCC1	5	11	0	3	6	2	3	6	-1
CC(C)[C@H]1COCCS(=O)(=O)N1Cc1ccccc1	9	2	-6	-4	-1	-3	0	2	-4
CS(=O)(=O)N1N=C(c2ccc(Cl)cc2)CC1c1cccs1 (stereo not given)	4	0	4	-1	-5	-5	6	-1	0

# Other results
molecule	PAFAH1B2 inh	GSTO1 counter	pPAFAH FP inh	PAD4 inh	PAFAH2 FP inh	LYPLA1 counter	PME-1 primary	PAFAH1B3 inh	LYPLA2 inh
C/C(Cn1nnc([N+](=O)[O-])n1)=N\NC(=O)c1ccc(O)cc1	1	7	1	0	-4	3	0	8	3
COc1ccc(NC(=O)CN2CCN(c3ccc(F)cc3)CC2)cc1Cl	6	-3	0	-1	-1	1	3	9	-3
CSc1ccccc1NC(=O)Nc1ccc(Cl)cc1	-1	-9	2	-1	2	-11	-4	-1	-6
CCN(Cc1ccccc1)S(=O)(=O)c1c(C)[nH]c(C)c1C(=O)N1CCCC1	-1	-4	-2	-3	0	1	-1	8	0
CN(CC(=O)Nc1c(Cl)cccc1Cl)C(=O)c1ccncc1	5	0	-4	1	1	1	2	1	3
CC1CCCN(C(=O)C(C)Nc2cc(Cl)ccc2N2CCOCC2)C1 (stereo not given)	-2	9	6	-11	1	-1	0	1	2
C/C(=N\NC(=O)c1cccc(O)c1)c1cccc(NC(=O)c2ccc(F)cc2)c1	-5	-5	-5	7	4	0	-6	2	-3
COc1ccccc1/C=C/C(=O)c1c2c(c(C)[nH]c1=O)CCCC2	4	-2	-1	-1	5	-3	6	-4	-1
CCOc1ccc(C(=O)CCC(=O)Nc2ccc(C)cn2)cc1	3	-2	10	3	-2	-5	-3	7	-4
CC(C)=C(NC(=O)c1ccccc1)C(=O)NC(Cc1ccccc1)C(=O)O (stereo not given)	9	-1	-5	-4	1	4	-3	-2	4
COc1cccc(C(=O)C2CCCN(C(=O)c3ccccn3)C2)c1 (stereo not given)	-3	3	5	-2	-5	4	0	7	4
O=C1COc2ccc(S(=O)(=O)CCC(=O)N3CCN(c4ccccc4)CC3)cc2N1	4	-3	9	5	3	2	-11	9	8
CCOC(=O)Cc1csc(NC(=O)CSc2cc(Cl)ccc2Cl)n1	0	-1	8	-1	-3	-6	1	1	-5
O=C(CN(C(=O)CCC(=O)Nc1ccccn1)C1CCCC1)NCc1ccc(F)cc1	4	5	3	1	-8	0	4	-5	1
COC(=O)C1C(O)=C(C(C)=N)C(=O)CC1(C)C (stereo not given)	2	-10	1	1	12	-1	-1	8	1
Cc1cccc(OCc2nnc3n2CCCCC3)c1	-2	10	0	-1	1	-3	1	6	-1

# Some of these compounds in order of their number in PME-1 primary, high to low.
structure | PME-1 primary
COc1cccc(CCc2nnc(CCC(=O)N3CCN(Cc4ccccn4)CC3)o2)c1 | 4
CC(C)Sc1ncc(S(=O)(=O)c2ccccc2)c(=O)[nH]1 | -1
CCCCNS(=O)(=O)c1ccc(S(=O)(=O)n2cnc3ccccc32)cc1 | -2

# Some of the compounds tested, so the mix of outcomes need not match the whole.
